Compound activity deposited in PubChem by PCMD.
FXIIa single: blocks human coagulation factor XIIa activity; P00748; 33,000 tested, 0.2% active; inhibition, % at 10 µM; purified human FXIIa, AMC substrate fluorescence, 2 h; in the data active means inhibition above about 30%;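 further: 0% = enzyme with vehicle only and 100% = no enzyme blank; many of its hits are not listed in these tables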
FXIa inh: inhibitors of human coagulation factor XIa; purified human FXIa, fluorogenic AMC substrate cleavage; 33,000 tested, 0.3% active; P03951; inhibition, % at 10 µM;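 active means inhibition above 40% in the primary screen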;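 further: 0% = enzyme without compound and 100% = blank wells lacking enzyme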
Target sequence (P03951 19-387 limits assumed): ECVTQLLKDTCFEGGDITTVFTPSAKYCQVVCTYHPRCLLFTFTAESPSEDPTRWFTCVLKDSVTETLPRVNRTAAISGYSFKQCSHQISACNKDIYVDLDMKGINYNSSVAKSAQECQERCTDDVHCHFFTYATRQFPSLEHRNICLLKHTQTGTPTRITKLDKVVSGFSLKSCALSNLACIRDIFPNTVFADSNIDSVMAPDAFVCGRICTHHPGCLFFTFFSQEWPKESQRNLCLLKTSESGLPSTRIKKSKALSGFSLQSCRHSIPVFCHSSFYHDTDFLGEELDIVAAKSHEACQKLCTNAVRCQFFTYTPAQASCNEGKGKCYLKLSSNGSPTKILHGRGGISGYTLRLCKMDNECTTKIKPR
Target sequence (P03951 388-625 limits assumed): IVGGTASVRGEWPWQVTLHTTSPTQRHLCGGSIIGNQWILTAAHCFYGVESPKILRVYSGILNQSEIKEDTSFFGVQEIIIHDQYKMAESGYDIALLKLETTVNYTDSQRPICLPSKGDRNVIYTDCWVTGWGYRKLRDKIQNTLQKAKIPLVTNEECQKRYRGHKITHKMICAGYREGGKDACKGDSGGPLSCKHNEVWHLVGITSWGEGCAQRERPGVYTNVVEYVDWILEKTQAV
The depositor's hits bear a star; & = joins results of further samples.

mol,FXIIa single,FXIa inh
CCCn1c(=O)[nH]c(=O)c2[nH]cnc21,5.0,2.1
COc1ccc(CNc2ccc3cn[nH]c3c2)c(OC)c1OC,2.4,2.3
C=CCn1c(CSc2nc3ccccc3s2)nnc1SCC(=O)NCc1ccccc1,-1.6,-2.9
CCCC(C)NC(=O)C1CCN(S(=O)(=O)c2ccccc2)CC1 (stereo unspecified),9.9,4.2
CCOC(=O)c1ccccc1NC(=O)CSc1cccc[n+]1[O-],8.8,-3.5
Cc1csc2nc3ccccc3c(=O)n12,-0.2,-4.9
CCCCN(CCCC)C(=O)c1ccccc1NC(=O)CN1C(=O)c2ccccc2C1=O,-1.9,-2.5
O=C(Nc1nncs1)Oc1ccccc1,3.2,1.6
COc1ccc(N(C)C(=O)CCS(=O)(=O)c2cccc3nonc23)cc1,0.4,3.4
C=CCn1cnc2scc(-c3ccc(CC)cc3)c2c1=O,5.7,5.7
COc1ccc(NC(=O)CSc2nc(NS(=O)(=O)c3ccc(C)cc3)cc(=O)[nH]2)cc1,2.2,8.6
CC(C)OCC(O)CS(=O)Cc1ccccc1 (stereo unspecified),-6.6,-2.3
COc1ccc(C)cc1S(=O)(=O)Nc1ccccc1,-9.9,-10.3
Cc1onc(-c2c(Cl)cccc2Cl)c1C(=O)N1CCCc2ccccc21,6.3,6.6
Cc1sc2ncnc(SCC(=O)c3ccc(Cl)s3)c2c1C,2.8,5.0
CN(CC(=O)N1CCc2[nH]c3ccc(F)cc3c2C1)CC1OCCO1,4.3,-0.4
CCOC(=O)C1=C(c2ccccc2)N=C2SCC(=O)N2C1c1ccc(OCC)c(OCC)c1 (stereo unspecified),5.4,1.0
Cc1cc(NC(=O)C(C)Oc2ccc(Cl)cc2Cl)n(-c2ccccc2)n1 (stereo unspecified),2.1,9.5
CC1=C(C(=O)Nc2ccc(C)cc2C)C(c2ccc(C)o2)NC(=O)N1 (stereo unspecified),-12.9,-12.0
Cc1ccc(-c2nn[nH]n2)o1,4.5,-4.9
Cc1ccc(-c2nnc(N(C)C(=O)c3cccnc3)s2)cn1,4.9,-5.8
COc1ccccc1C1CC(c2c(-c3ccccc3)c3cc(Cl)ccc3[nH]c2=O)=NN1S(C)(=O)=O (stereo unspecified),3.2,-6.7
CS(=O)(=O)c1nc2ccccc2n1Cc1ccccc1,2.4,-5.2
O=C(c1ccccc1)c1ccccc1C(=O)N1CCCC1,2.5,-1.4
O=C(CNC(=O)c1cccs1)OCC(=O)c1ccc2ccccc2c1,6.6,1.9
COc1cc(NC(=O)c2ccc3c(c2)OCO3)ccc1NC(=O)c1ccco1,2.8,-0.3
N/C(COc1cccc(C(F)(F)F)c1)=N\NC(=O)c1cccnc1Oc1ccccc1,6.5,7.6
C=CCn1c(SCC(=O)Nc2cccc(C)c2)nnc1-c1cnccn1,5.7,1.5
COc1ccc(/C=N/n2c(C)nnc2C)c(OC)c1,3.5,-1.2
Cc1ccccc1C(=O)NNC1=NCCC1,-1.6,0.1
CC(C)(C)c1nc2scc(-c3cccs3)c2c(=O)o1,2.8,4.5
CSc1ccc(S(=O)(=O)NCCSC(C)(C)C)cc1,7.8,-5.3
COc1ccc(-c2noc(CCC(=O)N3CCN(c4cc(C)ccc4C)CC3)n2)cc1,4.4,-0.1
CC(C)N(C(=O)CSc1nc2ccccc2n1Cc1ccc(F)cc1)C(C)C,3.0,-2.5
CN(C)CC(C)(C)CNS(=O)(=O)c1cccc(Cl)c1Cl,-13.2,26.0
CCC(=O)Nc1c(C(=O)N2CCCCCC2)cnn1-c1ccc(C)c(C)c1,6.1,4.8
CCCn1c(CNc2ccccc2O)nc2ccccc21,0.2,4.8
CCOc1nc(Nc2ccc(OC)cc2)nc(OCC)n1,2.6,4.3
O=C(Nc1ccc2c(c1)OCCO2)c1cc2sccc2n1Cc1ccccc1,3.2,4.5
CCN(CC)S(=O)(=O)c1cccc(C(=O)Nc2cc(C)cc(C)c2)c1,8.6,14.1
NC(=O)NC(c1ccccc1)c1ccccc1,4.8,-10.7
Cc1ccccc1C(=O)c1cccn1CC(=O)NCCN1CCN(c2cccc(C)c2C)CC1,-17.5,31.4
Cc1cc(C)c(C(N)=O)c(Nc2cccc(Cl)c2C)n1,-15.8,4.0
O=C(Cc1ccc(-n2c(=O)c3sccc3n(Cc3ccc(F)cc3)c2=O)cc1)NCc1ccco1,4.5,6.9
CCCC(CCC)C(=O)Nc1cccc(C(=O)O)c1,11.7,3.7
Cc1cc(C)n(-c2ccc(C(=O)Nc3nnc(C)s3)cc2)n1,8.6,-1.1
CCOC(=O)Cn1c2[n+](c3ccccc31)CC(O)CS2 (stereo unspecified),-2.0,-5.1
O=C(C/C=N\OCc1c(Cl)cccc1Cl)Oc1ccc(Cl)cc1Cl,-2.6,-1.7
O=C(CCN1CCc2ccccc2C1)Nc1ccccc1F,2.6,7.4
CCOc1ccccc1CNn1nnnc1N,2.5,1.4
Cc1c(NS(=O)(=O)c2cccc(C(=O)NCc3ccncc3)c2)c(=O)n(-c2ccccc2)n1C,6.0,0.8
Cc1cn(C(=O)C(C)N2C(=O)c3ccccc3C2=O)c(C)n1 (stereo unspecified),4.9,0.5
Cc1csc2ncc(C(=O)NCc3ccco3)c(=O)n12,4.6,2.7
COc1ccc(NC(=O)C2CCN(S(=O)(=O)c3ccc(OC)c(OC)c3)CC2)cc1,-0.6,-7.4
Cc1ccc2c(c1)N(C(=O)NC1CCCCC1)C(C)(C)CC2C (stereo unspecified),9.6,-11.8
Cc1cc(C)n(C(=O)CCNC(=O)c2ccccc2Cl)n1,7.9,-5.4

(cont.)
mol,FXIIa single,FXIa inh
O=C(Nc1nn(Cc2ccccc2F)cc1Br)c1cccs1,-10.6,-2.8
CCCc1n[nH]c2c1/C(=N\O)CCC2,19.4,-5.6
COc1ccccc1-n1nnnc1S(=O)(=O)Cc1ccc(Cl)cc1,4.7,-1.4
Cc1ccc(CC(=O)Nc2nc3ccccc3s2)cc1,3.5,3.9
CCOc1ccc(OCc2ccc(C(=O)NCc3cccnc3)o2)cc1,7.6,-1.5
CC1CCN(C(=O)C2(NC(=O)Nc3cccc(F)c3)CCCCC2)CC1,4.8,3.9
O=S(=O)(Nc1cccnc1)c1ccc(Cl)cc1,6.8,1.7
Cn1c2ccccc2c2c(C(=O)NCc3ccco3)cn(C3CCCCC3)c(=O)c21,7.5,9.1
COc1ccc(-c2nnn(CC(=O)N(CC(=O)NCCC(C)C)Cc3cccs3)n2)cc1OC,3.9,-0.4
CC1(C)C(=O)Nc2ccccc2N1C(=O)COC(=O)c1ccc(Cl)c(S(=O)(=O)NCc2ccccc2)c1,-3.7,-2.3
Cc1nn(Cc2ccc(C(=O)Nc3nc4c(C)cccc4s3)o2)c(C)c1Br,4.9,-7.5
CC(=O)Nc1nc(CC(C)C)cc(-c2ccco2)c1C#N,3.2,1.5
O=C(O)c1cc2ccc3ccccc3c2[nH]1,7.4,-1.0
CCOc1ccc(NS(=O)(=O)c2ccc(N)cc2)cc1,-0.1,-4.6
COc1cc(C)nc(Oc2ccc(OCc3ccccc3)nn2)n1,-14.0,-13.4
COC(=O)c1scc(C)c1N/N=C(\C)c1cc(F)c(Cl)cc1F,2.8,-14.0
Cc1cc(C)n(-c2nc3ccccc3c(=O)n2OCC(N)=O)n1,-10.8,22.4
Cc1cc(C)c(C#N)c(SC(F)F)n1,3.0,7.2
COc1ccc(-c2nc3ccccc3n2CCC(C)C)cc1OC,5.0,-13.8
CCc1ccccc1NS(=O)(=O)c1ccc2[nH]cc(C(=O)NC3CCCC3)c(=O)c2c1,2.7,-3.2
COc1cc(NS(=O)(=O)c2ccc(Br)s2)cc(OC)c1,4.0,2.5
CCC(c1nnnn1CCOC)N(Cc1cc2cc(C)c(C)cc2[nH]c1=O)CC1CCCO1 (stereo unspecified),-5.6,3.2
COc1nc(C)nc2c1sc1nc3c(cc12)COC(C)(C)C3,2.2,-1.5
CC1(C)C(=O)C2(C(=O)NCc3ccccc3)CCC1C2 (stereo unspecified),-2.2,-6.4

Laid out differently: entries from further up
Under each structure – FXIIa single, FXIa inh
Cc1cc(C)n(-c2nc3ccccc3c(=O)n2OCC(N)=O)n1
 : -10.8, 22.4
Cc1cc(C)c(C#N)c(SC(F)F)n1
 : 3.0, 7.2

(more compounds)
mol,FXIIa single,FXIa inh
N=c1nc(N)nc2n1NC(c1ccc(F)cc1)=CS2,3.8,4.5
O=C(CCS(=O)(=O)Cc1ccc(Cl)cc1)NCCCN1CCN(c2ccccc2F)CC1,9.1,-0.3
CN(C)/C=N/C(=S)Nc1ccccc1F,-10.7,-17.4
CON(C)c1nc(OCCNC(=O)OCc2ccc(Cl)cc2C)nc(N(C)C)n1,7.2,3.8
NC(=O)C1CCN(CC(=O)NCc2ccccc2)CC1,8.0,3.5
Cc1nc(NS(=O)(=O)c2ccc(Br)cc2)c2c3c(sc2n1)CCC3,7.6,-9.0
CCOc1cc(S(=O)(=O)Nc2ccccc2CC)ccc1Cl,8.0,4.3
COCCSc1nc2sc3c(c2c(=O)n1-c1ccccc1)CCN(C)C3,2.8,2.4
CCCC(C)NC(=O)c1nc(-c2ccccc2)n(-c2ccccc2)n1 (stereo unspecified),4.1,4.6
Nc1c(C(=O)c2ccccc2)oc2ccc(Br)cc12,2.4,-1.8
CC1(C)O[C@@H]2C[C@H]3[C@@H]4CCC5=CC(=O)C=C[C@]5(C)[C@@]4(F)[C@@H](O)C[C@]3(C)[C@]2(C(=O)CO)O1,5.2,0.2
CCCCN(CCCC)c1cc(C)nc(-c2ccccc2O)n1,-1.9,6.8
COCCNC(=O)C(c1ccc(C)o1)N(Cc1ccccc1)C(=O)Cn1nnc2ccccc21 (stereo unspecified),1.8,-2.8
COCc1cc(=O)n2[nH]c(SCc3ccccc3)nc2n1,1.9,1.6
CCN(CC)c1ccc(SS(=O)(=O)O)cc1,3.2&9.4,2.6&-3.8
O=C(CSCc1cnn(-c2ccccc2)c1-n1cccc1)NCCN1CCOCC1,5.2,-7.7
N#Cc1cn(CCOc2ccccc2F)c2ccccc12,-1.9,-1.9
CCc1ccc2c(CN3CCc4ccccc43)cc(=O)oc2c1,-15.9,-0.4
COC(=O)c1ccccc1NC(=O)CN1C(=O)CSC1=O,8.5,-3.7
CCCCn1c(SCC(=O)c2cc(OC)ccc2OC)nc2cc(S(N)(=O)=O)ccc21,6.8,2.3
COc1ccc(Cl)cc1C(=O)CSc1nnnn1C1CCCCC1,9.9,0.6
CC1CCCC(C)N1C(=O)Cc1ccccc1 (stereo unspecified),5.4,-3.9
COc1ccccc1C(=O)Nc1cc(Cl)ccc1O,5.4,-0.4
COc1ccccc1NC(=O)CSc1nc2nc(C)cc(C)c2c(=O)[nH]1,1.1,-2.0
CN(Cc1ccccc1)C(=O)Cn1cccc1C(=O)c1ccccc1,1.9,5.7
CCCCNC(=O)Nc1cc(C)on1,-2.0,-8.4
Cc1ccccc1-c1nc(S(=O)(=O)c2ccc(Br)cc2)c(NCc2cccnc2)o1,-0.1,-1.6
CCOC(=O)c1c(CN2CCOCC2)n(-c2ccccc2)c2cc(Br)c(O)cc12,5.9,6.8
Cc1cc(C)cc(CSc2nnc(C)c(=O)[nH]2)c1,3.6,-2.6
COc1ccc(N/C(C)=C2/C(=O)C(=O)N(CCO)C2c2ccc(Br)cc2)cc1 (stereo unspecified),7.2,-1.9
O=S(=O)(/C=C/c1ccccc1)N1CCN(c2ccc(F)cc2)CC1,5.8,4.3
CCn1c(CC(=O)Nc2cccc(Cl)c2Cl)nnc1SCCOc1ccc(OC)cc1,-12.1,28.8
Cc1ccc(-c2cc(=O)[nH]c3ccccc23)cc1,6.6,-0.6
O=C(CCN1CCOCC1)Nc1ccccc1,6.6,-16.1
Cc1ccc(-n2nnnc2SCC(=O)N2CCCCC2)cc1,-2.9,-4.6
Cc1ccc(C2CC(=O)NC(SCC(=O)OCc3ccccc3)=C2C#N)o1 (stereo unspecified),-11.1,-9.3
COc1ccccc1-c1ccc(NC2CCCC2)nn1,5.2,3.3
CC(C)Cn1c(-c2ccco2)n[nH]c1=S,1.9,-6.3
CC1=C(C)[N+](=O)C2(O)CCCCC2(C)N1[O-] (stereo unspecified),5.1,8.7
CN(C)c1nc(SCc2ccccc2)nc(N2CCOCC2)n1,-12.0,36.6
O=C(CSc1ncnc2c1oc1ccccc12)Nc1cccc(C(F)(F)F)c1,-8.8,-9.6
CNC(=O)/C=C1\NC(C)(C)Cc2c1ccc1ccccc21,4.6,-9.0
CCOn1c(SCC)nc2ccccc2c1=O,-1.4,4.7
C/C=C(\C)c1nnc(NC(=O)C(C)C)s1,2.3,2.9
COc1ccc(C)cc1NC(=O)CSc1nnc(-c2ccco2)n1N,7.6,-7.5
CCOC(=O)C1CCN(C(=O)c2ccccc2N(C)S(C)(=O)=O)CC1,-6.0,-4.7
CC1=NC(C)(C)Cc2ccccc21,2.0,-2.8
CC1CCCN(c2nc3ccccc3nc2C(C#N)S(=O)(=O)c2ccccc2)C1 (stereo unspecified),-6.0,4.0
O=C1C(c2ccc(F)cc2)N(Cc2ccc3c(c2)OCO3)C(=O)CN1C1CCCCCC1 (stereo unspecified),-15.8,27.0
O=S(=O)(c1cccc2cccnc12)N1CCN(c2ccccc2)CC1,-11.0,27.4
O=C(c1cccs1)N1CCN(S(=O)(=O)N2CCCCC2)CC1,3.7,-3.7

These rows are one share of the data, so the mix of outcomes need not match the whole.
